# Assay outcomes: PubChem, ICCB-Longwood Screening Facility, Harvard Medical School
# PV pol inh = poliovirus RNA polymerase inhibition. poliovirus polymerase elongation, fluorescence polarization; hits give low values. % elongation, % (compound at 16.7 µg/mL). 150,000 compounds, 0.66% hits. P03300; in the data active means % elongation below about 90%; further: some results filed as inactive read as strong as hits
# Target sequence (P03300 1749-2209 limits assumed): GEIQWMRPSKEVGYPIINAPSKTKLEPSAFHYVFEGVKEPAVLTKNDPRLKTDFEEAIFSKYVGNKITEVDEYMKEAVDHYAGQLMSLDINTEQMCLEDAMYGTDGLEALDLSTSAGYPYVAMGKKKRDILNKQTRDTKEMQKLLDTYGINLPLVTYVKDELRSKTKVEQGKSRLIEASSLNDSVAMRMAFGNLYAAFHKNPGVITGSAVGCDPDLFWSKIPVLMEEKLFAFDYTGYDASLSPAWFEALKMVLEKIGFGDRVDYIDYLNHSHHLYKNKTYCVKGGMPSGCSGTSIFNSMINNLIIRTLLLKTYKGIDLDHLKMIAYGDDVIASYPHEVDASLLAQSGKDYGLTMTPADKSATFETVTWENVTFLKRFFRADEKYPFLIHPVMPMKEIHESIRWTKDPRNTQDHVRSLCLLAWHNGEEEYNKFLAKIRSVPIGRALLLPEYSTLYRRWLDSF
# PV pol inh FP z-score = second read-out of PV pol inh, no call of its own (marks repeat the call); z-score; measured here: FP z-score; hits read low
# Active calls of the source: *. Some of the compounds tested (hit frequency here may not be typical).
SMILES,PV pol inh,PV pol inh FP z-score
O=C1C2ON(c3ccccc3)C(c3ccncc3)C2C(=O)N1c1cccc(C(F)(F)F)c1 (stereo not drawn),100,-0.3
O=C(CSc1nnc2sc3ccccc3n12)N1CCc2ccccc2C1,96,-1.2
O=C1c2[nH]nc(-c3ccccc3O)c2C(c2ccccc2F)N1Cc1cccnc1 (stereo not drawn),99,-1.7
CC(C)c1ccc(NC(=O)C(NS(=O)(=O)c2ccc3c(c2)CCC(=O)N3)c2ccccc2)cc1 (stereo not drawn),108,0.3
CSc1cccc(NC(=O)C2CCN(S(=O)(=O)c3c(C)n[nH]c3C)CC2)c1,101,-0.3
c1ccc(-c2cn(-c3ccccc3)c3ncnc(NCCCN4CCOCC4)c23)cc1,101,0.3
COc1ccc(C)cc1NS(=O)(=O)c1c(C)nc2sc(C)cn2c1=O,103,-0.4
COc1ccccc1NS(=O)(=O)c1ccc2oc(SCC(=O)NC(N)=O)nc2c1,107,0.7
CCOC(=O)c1cn(CC(=O)NN)nc1C(F)(F)F,105,0.2
COC(=O)c1c(NC(=O)CCCOc2ccccc2C)sc2c1CCC2,106,0.3
C(=C\c1ccccc1)/CSc1nc2ccccc2[nH]1,101,-0.1
Cc1cc(C)n(-c2ccc(C(=O)O)cc2)n1,101,-0.1
COc1ccccc1C(=O)Nc1nnc2n1CCS2,108,0.1
Fc1cccc(F)c1CSc1nc2ccccc2[nH]1,102,0.1
CCN(CC)C(=O)n1nnc2ccccc21,102,-0.2
CC(C)(C)OC(=O)Nc1ncnc2c1ncn2C1OC(CO)C2OC(C)(C)OC21 (stereo not drawn),106,0.4
COc1ccc(C(=O)NC(=O)c2ccccc2O)cc1OC,103,-0.2
O=C(O)/C=C\C(=O)Nc1ccc2nc[nH]c2c1,101,0.3
CC1CCN(CC(=O)c2cccc(Br)c2)CC1,104,0.2
CCOC(=O)/C(C#N)=C/C=C1\C=Cc2ccccc2N1CC,135,4.6
COc1ccc(Cn2c(SCC(=O)NCc3ccccc3)nc3c(oc4ccccc43)c2=O)cc1,102,0.3
CN(C)c1ccc(CNc2nc(-c3ccco3)nn2S(C)(=O)=O)cc1,106,-0.1
COc1ccc(Nc2c3c(nc4nncn24)CCC3)cc1OC,114,1.3
CCc1cc2c(=O)n(Cc3ccco3)c(SCC(=O)NCC3CCCO3)nc2s1 (stereo not drawn),105,0.8
CCOc1ccc(NC(=O)C(NS(=O)(=O)c2cccc3nsnc23)c2ccccc2)cc1 (stereo not drawn),106,0.5
# Other records
SMILES,PV pol inh,PV pol inh FP z-score
COCCn1cnc2c1c(=O)n(Cc1ccc(C(=O)OC)cc1)c(=O)n2Cc1ccccc1,105,0.6
Cc1ccccc1C=C1C(=O)N(C)C(=S)N(C)C1=O,98,-0.4
CC(c1ccccc1)n1c(COc2ccccc2)nc2ccccc21 (stereo not drawn),101,-0.1
COCC(C)n1c(=S)[nH]c2ccccc2c1=O (stereo not drawn),103,0
COc1cccc(NC(=O)CN(C)CC(=O)Nc2ccc(S(=O)(=O)N(C)C)cc2)c1,101,-0.2
CCOc1ccc(-c2nc(NC(C)=O)c3c(=O)oc4c(OC)cccc4c3n2)cc1,100,-0.6
Cc1ccc(C)c(Cn2c(C(C)NC(=O)c3ccc(F)cc3)nc3ccccc32)c1 (stereo not drawn),104,-0.5
COC(=O)Cc1c(C)ncnc1OCC(=O)Nc1ccc2c(c1)OCCO2,102,0.3
O=C(CN1C(=O)C2C3C=CC(C3)C2C1=O)N[C@@H](Cc1ccccc1)c1nc2ccccc2[nH]1 (stereo partly drawn),99,-0.4
Cc1cc(NC(=O)c2ccc(NC(=O)C(C)C)cc2)no1,103,0.6
CN(C(=O)CSc1nncc2ccccc12)c1ccccc1,102,0.2
CCOc1cc(N2CCOCC2)c(OCC)cc1NC(=O)c1cccc(-n2cnnn2)c1,107,0.6
Cc1cccc(C)c1OCC(=O)NC(Cc1c[nH]c2ccccc12)C(=O)O (stereo not drawn),106,0.3
CC(C(=O)NCCc1c[nH]c2ccccc12)N1Cc2ccccc2C1=O (stereo not drawn),100,-0.4
CCCn1c(N)c(C(=O)CSc2ncc(C(F)(F)F)cc2Cl)c(=O)[nH]c1=O,99,-0.2
Cc1ccc(N2C(=O)CSC23C(=O)Nc2ccccc23)cc1F (stereo not drawn),108,0.4
O=C(NCc1ccc(Cl)cc1)c1cnn2ccccc12,101,-0.1
COc1cc(NC(=O)C2CCN(S(=O)(=O)c3ccc4c(c3)CCCC(=O)N4)CC2)cc(OC)c1,104,-0.9
Cc1occc1-c1nnc2sc(-c3cccs3)nn12,102,0
Cc1occc1-c1nnc2sc(Cc3cccc4ccccc34)nn12,103,0.4
CC1(C)CC(CCC(=O)Nc2ccc(S(N)(=O)=O)cc2)C(=O)O1 (stereo not drawn),99,-0.5
c1ccc2[nH]c(C3CCN(CCN4CCOCC4)CC3)nc2c1,105,1
COc1ccc(OCc2ccc(-c3nc(C#N)c(NC(C)c4ccccc4)o3)o2)cc1 (stereo not drawn),104,-0.6
COC(=O)c1ccccc1NC(=O)Cn1c(CCC(=O)O)ccc1-c1ccccc1,105,0.8
O=C1CSC(=Nc2ccc(O)cc2)N1,103,0.2
# Additional results:
SMILES,PV pol inh,PV pol inh FP z-score
O=c1ncn(Cc2ccccn2)cc1-c1ccccc1,106,0.1
COc1ccc(C(CC#N)c2ccccc2)cc1 (stereo not drawn),101,0.1
Cc1nc2nc(N3C(=O)c4ccccc4C3=O)[nH]n2c(=O)c1Cl,106,2.6
Brc1cnn(Cc2ccccc2)c1,102,0.1
N#Cc1cccc(NC(=O)COC(=O)c2ccc(Cl)cc2N)c1,104,0.3
CCOc1ccc(NC(=O)Cn2cc(C(=O)c3ccc(C)cc3)c(=O)c3cc4c(cc32)OCCO4)cc1,112,0.9
COc1ccccc1N(CC(=O)Nc1ccccc1C(F)(F)F)S(=O)(=O)c1ccc(C)cc1,109,1.5
CC(C)(C)c1ccc(C(=O)NCCN2CCCC2)cc1,104,0.8
COc1ccc(NC(=O)c2oc3ccccc3c2NC(=O)c2cc(=O)c3ccccc3o2)cc1,112,0.8
COc1ccc(C(CC(=O)c2ccco2)C2CCCCC2=O)cc1 (stereo not drawn),106,1.9
CCOC(=O)c1cc(C)n(CC2CCC(C(=O)Nc3cccc(Cl)c3)CC2)c1C (stereo not drawn),104,0.2
Cn1cc(S(=O)(=O)N2CCCCCC2)cc1C(=O)NCc1ccc(Cl)cc1,101,-1.1
CCOC(=O)c1c(NC(=O)C(C)Sc2nc3c(cnn3-c3ccc(C)cc3)c(=O)[nH]2)sc2c1CCC2 (stereo not drawn),102,0.5
C=CCn1c(Sc2ncnc3c2cnn3-c2ccccc2)nnc1-c1ccncc1,103,-0.2
COc1ccc2c(CC(=O)N(C)CC3COc4ccccc4O3)coc2c1 (stereo not drawn),105,0.6
COc1ccc(Nc2nc3c(S(=O)(=O)c4ccccc4)nnn3c3ccc(Cl)cc23)cc1,104,-0.2
Cc1cc(C)cc(NS(=O)(=O)c2ccc3c(c2)CC(=O)N3)c1,101,-1.1
COc1ccc(-c2cc3ccc(O)c(CN4CCC(C)CC4)c3oc2=O)cc1OC,98,-2.3
c1ccc2c3c(cc(N4CCOCC4)c2c1)OC1(N2CCOCC2)CCCCC1O3 (stereo not drawn),98,-0.6
CCSc1nnc(NC(=O)c2cccn(OCc3cccc(Cl)c3)c2=O)s1,102,0
CN1C(=C(C#N)C(=O)CN2c3cccc4cccc(c34)S2(=O)=O)N(C)c2ccccc21,100,-0.5
CCCc1nc(SC)ncc1C(=O)N1CCN(c2ccc(Cl)cc2)CC1,112,1.1
O=C(COc1ccccc1C(=O)O)NC12CC3CC(CC(C3)C1)C2,100,-0.3
O=C(Cn1nc(C(F)(F)F)c2c1CCCC2)N1CCCc2ccccc21,107,0.5
CCCNS(=O)(=O)c1ccc(-n2cnnn2)c(OC)c1,103,0.3

# One compound at a time (already shown). Order of values: PV pol inh, PV pol inh FP z-score
# CC(C)(C)OC(=O)Nc1ncnc2c1ncn2C1OC(CO)C2OC(C)(C)OC21 (stereo not drawn) reads 106, 0.4
# CN(C)c1ccc(CNc2nc(-c3ccco3)nn2S(C)(=O)=O)cc1 reads 106, -0.1

# The listing continues:
SMILES,PV pol inh,PV pol inh FP z-score
O=C(CCCCn1c(=O)c2ccccc2n(Cc2ccccc2Cl)c1=O)NCCc1ccccc1,111,1.4
CCN(CC)c1ccc(NC(=O)c2cnn(-c3ccccc3)c2-n2cccc2)c(C)c1,109,0.1
COc1ccc(-c2ocnc2C(=O)NCc2ccccc2)cc1,100,-0.1
O=C(NCCOc1ccccc1Cl)c1ccccc1Br,102,0
O=C(CSc1nc(-c2cccc(Cl)c2)nc2cc(=O)[nH]n12)Nc1ccccc1,101,-1.1
COC(CNCc1cc(Cl)c2c(c1)OCCCO2)OC,103,0.3
CC(=O)Nc1ccc(S(=O)(=O)N2CCc3ccccc32)cc1,118,1.5
O=C(Nc1cccc(-c2cn3cccnc3n2)c1)C1CCCC1,101,0.1
OCCSc1n[nH]c(-c2ccccc2)n1,100,-0.9
C/C(=N\NC(=O)CSc1nnc(-c2ccccc2)n1-c1ccccc1)c1cccs1,104,0.5
Nc1ccc(Cl)cc1C(=O)c1ccccc1,101,0.2
CCN(CC)CCCNC(=O)c1ccc2c(c1)NC(=O)C(CS(=O)(=O)Cc1ccc(F)cc1Cl)N2 (stereo not drawn),109,0.1
CC(C)CCNC(=O)CSc1nc2ccccc2nc1Cc1ccccc1,99,-1.5
Cc1nc2sccn2c(=O)c1S(=O)(=O)N1CCCC1,108,2.8
O=C(Cn1c(=O)n(Cc2ccccc2)c(=O)c2sc3ccccc3c21)Nc1ccccc1,107,0.8
COc1ccccc1NC(=O)C1=C(C)Nc2nc(SCc3ccccc3Cl)nn2C1c1cccnc1 (stereo not drawn),102,-0.8
CCOc1cc(C(=O)N2CCn3c4c(c5cc(C)ccc53)CCCC42)cc(OCC)c1OCC (stereo not drawn),108,0.9
Cc1nn(C)cc1CN(C)C(=O)c1cc2n(n1)C(C(F)(F)F)CC(c1ccccc1)N2 (stereo not drawn),102,0
COc1cccc(C(=O)N2CCCC2)c1,106,1.5
CCCNC(=O)Cn1nc(-c2ccc(F)cc2)c2cnc3ccc(F)cc3c21,105,-0.4
Cc1ccc(NC(=O)Nc2nnc(N3CCCCC3)s2)c(C)c1,114,1.4
CN(C)C(=O)CSc1nnc(-c2ccco2)o1,109,0.6
CN(Cc1ccccc1)C(=O)CCS(=O)(=O)c1ccc2c(c1)oc(=O)n2C,110,0.3
COc1ccc(N(C)S(=O)(=O)c2ccc3c(c2)CC(C)N3C(=O)C2CC2)c(OC)c1 (stereo not drawn),102,-0.1
COc1ccccc1NC(=O)C(C)OC(=O)c1ccc(O)cc1 (stereo not drawn),102,-0.1
# (continued)
SMILES,PV pol inh,PV pol inh FP z-score
COC(=O)Cc1c(C(=O)OC)nnn1-c1ccc(Br)cc1,103,0.6
COc1cccc(N=C2NN=C(c3ccc(S(=O)(=O)N4CCCCC4)cc3)CS2)c1,97,-0.7
COC(=O)c1cc2sccc2n1CCC#N,104,0.4
S=c1sc2ccccc2n1CN1CCOCC1,99,-0.4
OCCNc1ncnc2scc(-c3ccc(F)cc3)c12,103,0.2
C=Cc1ccc(Cn2c(C(=O)O)c(CNCCc3ccco3)c3ccc(C)cc32)cc1,106,-0.5
N#CCCn1cc(/C=C/C(=O)OCC(=O)c2ccc(Cl)cc2)c(-c2cc3ccccc3o2)n1,109,0.6
O=C(COc1ccccc1)OCC(=O)C12CC3CC(CC(C3)C1)C2,102,0.4
COc1ccc(-c2c(C)nn3c4c(cnc23)C(=O)CC(c2ccccc2)C4)cc1 (stereo not drawn),107,0.7
Cc1cc(C)cc(-n2c(SCC(=O)NCc3ccco3)nc3c([nH]c4ccccc43)c2=O)c1,105,-0.4
Cc1c(-c2ccc(Br)cc2)c(=O)oc2ccc(OC(=O)N3CCOCC3)cc12,112,1.1
CCCc1nnc(NC(=O)CSc2nnc3c4ccccc4n(CC)c3n2)s1,109,1.1
COC(=O)c1c(C)oc2ccc(N(C(=O)Oc3ccccc3)S(=O)(=O)c3ccc(C)cc3)cc12,104,0.7
C/C=C1\NC(=S)N(Cc2ccccc2)C1=O,105,1.1
CCc1ccc(NCc2cc3ccc(OC)cc3n(CC(=O)Nc3cccc(Cl)c3C)c2=O)cc1,114,1.4

# Structures from the list above with fluorine, in the order listed:
SMILES,PV pol inh,PV pol inh FP z-score
O=C1C2ON(c3ccccc3)C(c3ccncc3)C2C(=O)N1c1cccc(C(F)(F)F)c1 (stereo not drawn),100,-0.3
O=C1c2[nH]nc(-c3ccccc3O)c2C(c2ccccc2F)N1Cc1cccnc1 (stereo not drawn),99,-1.7
CCOC(=O)c1cn(CC(=O)NN)nc1C(F)(F)F,105,0.2
Fc1cccc(F)c1CSc1nc2ccccc2[nH]1,102,0.1
Cc1ccc(C)c(Cn2c(C(C)NC(=O)c3ccc(F)cc3)nc3ccccc32)c1 (stereo not drawn),104,-0.5
CCCn1c(N)c(C(=O)CSc2ncc(C(F)(F)F)cc2Cl)c(=O)[nH]c1=O,99,-0.2
Cc1ccc(N2C(=O)CSC23C(=O)Nc2ccccc23)cc1F (stereo not drawn),108,0.4
COc1ccccc1N(CC(=O)Nc1ccccc1C(F)(F)F)S(=O)(=O)c1ccc(C)cc1,109,1.5
O=C(Cn1nc(C(F)(F)F)c2c1CCCC2)N1CCCc2ccccc21,107,0.5
CCN(CC)CCCNC(=O)c1ccc2c(c1)NC(=O)C(CS(=O)(=O)Cc1ccc(F)cc1Cl)N2 (stereo not drawn),109,0.1
Cc1nn(C)cc1CN(C)C(=O)c1cc2n(n1)C(C(F)(F)F)CC(c1ccccc1)N2 (stereo not drawn),102,0
CCCNC(=O)Cn1nc(-c2ccc(F)cc2)c2cnc3ccc(F)cc3c21,105,-0.4
OCCNc1ncnc2scc(-c3ccc(F)cc3)c12,103,0.2
